HUVEC prolif 384 – inhibitors of HUVEC proliferation, primary screen, cell-based, 384-well; CellTiter-Glo luminescence, 72 h; active compounds read low; viability, % at 10 µM (by protocol); 86,000 compounds, 1.1% hits; AID 648, 2007;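 active = viability at or below 30%; inactive = viability above 30%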;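 also: 100% = median luminescence of DMSO-only cell control wells on each plate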
H69AR inhibit – proliferation blockers of H69AR lung cancer cells, primary screen, cell-based, human, 86K library | 85,000 compounds, 6% hits | viability, % at 10 µM | H69AR lung tumor viability, ATP luminescence, 72 h; active compounds read low;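 active = viability at or below 40%; inactive = viability above 40%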;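 also: multidrug resistant small cell line overexpressing MRP-1 efflux transporter; 100% = mean luminescence of untreated control wells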
ERa SRC1 inh – ERα–SRC-1 coactivator interaction inhibitors, primary screen, biochemical, TR-FRET, ERα LBD, estradiol-bound; inhibition, % at 25.6 µM; TR-FRET ER-alpha LBD / SRC-1 peptide; Estrogen receptor (Homo sapiens), P03372; 86,000 compounds, 1.7% hits; in the data active = inhibition above about 50%;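 also: 0% = receptor plus peptide control and 100% = peptide only without receptor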
ERa coact pot – enhancers of ERα–SRC-1 coactivator binding, primary screen, biochemical, TR-FRET, ERα LBD, low estradiol; Estrogen receptor (Homo sapiens), P03372; TR-FRET ERalpha-LBD/SRC-Cy5 coactivator binding, 2 h; 100 = basal binding, no effect; coactivator binding (% of control), % at 25.6 µM; 86,000 compounds, 1.3% hits; AID 639, 2007; in the data active = activity above about 200%;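 also: binding measured in presence of low estradiol as agonist stimulus; 0% = peptide alone without receptor and 100% = receptor with peptide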
Smad3 FoxH1 inh – Smad3/FoxH1 peptide binding inhibitors, primary screen, biochemical, TR-FRET; TR-FRET Smad3/Dy647-FoxH1 peptide binding, europium anti-His; 88,000 compounds, 0.29% hits; Mothers against decapentaplegic homolog 3 (Homo sapiens), P84022; inhibition, % at 25 µM;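 active = compounds that reduce the energy-transfer binding signal between the protein and its labelled peptide by more than half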;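 also: 0% = Smad3 plus labelled peptide maximal FRET and 100% = peptide-only background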
Target sequence (P84022 whole entry, looked up): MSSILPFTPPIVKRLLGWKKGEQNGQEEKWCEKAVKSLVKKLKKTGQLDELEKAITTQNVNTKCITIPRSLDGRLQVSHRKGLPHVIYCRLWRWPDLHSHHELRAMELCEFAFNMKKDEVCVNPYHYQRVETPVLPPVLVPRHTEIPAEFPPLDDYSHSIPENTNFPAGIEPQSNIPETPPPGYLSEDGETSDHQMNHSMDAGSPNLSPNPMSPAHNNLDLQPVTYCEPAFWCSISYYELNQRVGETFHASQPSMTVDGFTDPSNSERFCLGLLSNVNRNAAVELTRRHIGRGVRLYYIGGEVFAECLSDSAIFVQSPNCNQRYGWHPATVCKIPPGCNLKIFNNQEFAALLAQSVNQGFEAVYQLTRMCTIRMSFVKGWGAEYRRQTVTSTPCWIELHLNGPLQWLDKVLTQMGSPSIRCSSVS
Fibroblast inh – antiproliferative effect on LL 47 fibroblasts – human, LL 47 cells, CellTiter-Glo luminescence, primary screen | LL 47 human lung fibroblast viability, ATP luminescence; active compounds read low | viability, % at 10 µM | 85,000 compounds, 1.1% hits | AID 719, 2007;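 active = viability at or below 50% in the single dose screen; inactive = viability above 50%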;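 also: compound exposure lasted 72 h before the ATP readout; 100% = median luminescence of untreated cell-only wells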
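material = human LL 47 lung fibroblast cells | dosing = compounds added from tenfold dosing solution, 0.1% DMSO final | timing = overnight cell rest, 72 h compound treatment at 37 °C | measured by = CellTiter-Glo luminescence measuring cellular ATP | evaluation = % viability versus median cells-only luminescence | control set = cell-only wells, no compound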
MT1-MMP txn act – MT1-MMP promoter reporter activation – cell-based, luciferase luminescence, primary screen; HT1080 MT1-MMP promoter luciferase reporter, overnight; active compounds read high; activation factor at 10 µM; 86,000 compounds, 0.16% hits;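 active = activation factor of at least 2 for MT1-MMP transcription at 10 µM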
ERb SRC1 inh – inhibitors of ERβ-SRC1 coactivator interaction, primary screen, biochemical, TR-FRET, ERβ LBD, SRC-1 peptide; inhibition, % at 25.6 µM; AID 633, 2007; 86,000 compounds, 1.3% hits; Estrogen receptor beta (Homo sapiens), Q92731; TR-FRET ER-beta LBD / SRC1-Cy5 peptide binding; receptor agonist-loaded with 1 µM estradiol;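 active = compounds whose percent inhibition of the receptor-coactivator binding signal exceeds about 50% in the single-dose screen, limit read from the data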;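 also: 0% = receptor plus peptide wells without compound and 100% = peptide-only wells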
Target sequence (Q92731 whole entry, looked up, the tested form may be a part): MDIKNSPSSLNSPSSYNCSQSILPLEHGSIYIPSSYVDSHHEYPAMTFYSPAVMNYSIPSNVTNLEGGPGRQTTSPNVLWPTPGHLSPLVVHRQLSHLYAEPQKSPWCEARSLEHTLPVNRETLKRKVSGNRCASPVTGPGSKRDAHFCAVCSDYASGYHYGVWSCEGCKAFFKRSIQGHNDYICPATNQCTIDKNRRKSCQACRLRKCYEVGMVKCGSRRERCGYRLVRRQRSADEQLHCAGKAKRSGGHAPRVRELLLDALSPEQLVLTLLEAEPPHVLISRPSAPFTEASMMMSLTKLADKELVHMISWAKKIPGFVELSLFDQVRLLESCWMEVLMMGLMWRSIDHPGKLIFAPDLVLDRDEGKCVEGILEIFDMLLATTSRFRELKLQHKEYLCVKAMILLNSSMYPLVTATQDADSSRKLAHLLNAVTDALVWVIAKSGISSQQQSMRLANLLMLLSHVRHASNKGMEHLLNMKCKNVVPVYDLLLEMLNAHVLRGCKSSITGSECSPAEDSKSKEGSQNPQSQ
Mac1 fbg enh – enhancers of CD11b/CD18 adhesion to fibrinogen, primary screen, K562 cells, luminescence | Integrin beta-2 (Homo sapiens) + Integrin alpha-M (Homo sapiens), P05107+P11215 | ATPlite luminescence | activation, % at 10 µM | 93,000 compounds, 0.07% hits | AID 1499, 2009;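 active = 10 µM primary screen giving 50% or more activity, confirmed by 40% or more on retest at that dose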; also: strong numbers were not always called active
* marks the source's active call; other numbers are inactive results; . = no result given; [ ] = dose if it differs, or a comment. Only part of the results is shown (hit frequency here may not be typical).

SMILES	HUVEC prolif 384	H69AR inhibit	ERa SRC1 inh	ERa coact pot	Smad3 FoxH1 inh	Fibroblast inh	MT1-MMP txn act	ERb SRC1 inh	Mac1 fbg enh
COc1ccc(F)cc1S(=O)(=O)N1CCN(Cc2ccc3c(c2)OCO3)CC1	101	106	-7	122	1	100	1.1	-7	-3
O=C(c1ccco1)c1nc2c(n1O)CCCCC2	103	97	14	89	4	97	1.2	22	-1
ON1C(c2ccc(Cl)cc2Cl)N(O)[C@H]2CCCC[C@H]21 (some centres undefined)	88	81	-6	104	6[fluorescence artefact?]	97	0.9	-11	-2
CC(SCCc1ccccn1)C(=O)O (centres undefined)	104	87	12	98	0	103	1.1	-2	-1
Cc1onc(-c2ccccc2Cl)c1C(=O)N1CCN(c2cccc(Cl)c2)CC1	52	28*	-3	71	-4	54	1.1	4	1
CCn1cc(C(=O)NCc2ccccc2OC)c(=O)c2ccc(C)nc21	100	98	-5	96	6	99	1.1	-4	0
CC(=O)N(C)c1nc(-c2ccc(Cl)cc2)cs1	93	101	-2	115[fluorescence artefact?]	4	96	1	-16	-3
COc1ccc(S(=O)(=O)N2CCC(C(=O)N3CCN(c4ccccc4OC)CC3)CC2)cc1	98	79	-6	121	-3	97	1.1	0	0
COc1ccc2[nH]c(=O)c(CN(C(=O)C3CCCO3)c3ccc(C)cc3)cc2c1 (centres undefined)	98	82	5	118	5	106	1.1	9[fluorescence artefact?]	-9
c1ccc(Oc2cccc(NC3=NCCC3)c2)cc1	84	79	-6	98	4	92	1	-9	0
CCn1cnc2sc(C(=O)O)c(C)c2c1=O	98	95	13	108	-11	95	1.1	3	1
COc1cc(C)nc(N2CCCC(C(=O)Nc3cccc(Cl)c3Cl)C2)n1 (centres undefined)	60	11*	-3	117	12[fluorescence artefact?]	70	1.2	-2	0
O=C(Nc1ccccc1)N(CCc1nc2ccccc2[nH]1)C1CCCC1	82	58	5	117[fluorescence artefact?]	5	90	1.3	-1	-2
Cc1cc(-c2nc3ncccc3o2)ccc1N	89	93	-11[fluorescence artefact?]	67[fluorescence artefact?]	2	105	0.8	4	.
O=C(Nc1ccc2c(c1)C(=O)N(CC1CCCO1)C2=O)c1ccccc1Br (centres undefined)	91	100	10	100	11	109	1.1	-1[fluorescence artefact?]	-1
Cn1cccc1-c1cc(C(=O)O)[nH]n1	103	101	-8[fluorescence artefact?]	108	-8	102	1.1	-1[fluorescence artefact?]	1
COc1ccc(NC(=O)c2onc(C)c2Cl)cc1OC	108	94	-4	121	0	102	.	4	-2
Cc1cccc(NC(=O)C2CCCN2C(=O)OCC(C)C)c1C (centres undefined)	92	87	-10	106	-1	103	1.1	-14	.
O=C(CN1CCN(c2ccc(F)cc2)CC1)OCc1ccccc1	103	89	-1	118	2	101	1.2	0	4
COc1ccc2c(c1)cc(C(=O)O)n2C	100	99	-1	138	-6	101	1.1	-1	1
COc1ccc(/C=C/C(=O)NCC(=O)N/N=C/c2cc(Br)ccc2OCc2ccccc2)cc1	46	7.4*	6	77	10	78	1	0	0
CCN(CC)S(=O)(=O)c1ccc(Cl)c(C(=O)Nc2nnc(C)s2)c1	100	107	6	105	-6	100	1.1	7	-5
CCOc1cccc(CNn2cnnc2)c1OCc1ccccc1	110	97	-4	101	11	94	1.2	2	-3
Cc1ccc(/C(O)=C2\C(=O)C(=O)N(CC(C)O)C2c2ccc(N(C)C)cc2)cc1 (centres undefined)	96	92	1	118	-3	102	1.1	2	0
CC(=O)Nc1cn(C(C)=O)c(C)n1	104	109	-3	95	-3	102	1.1	-3	-3

Of the compounds above, two contain fluorine:
SMILES	HUVEC prolif 384	H69AR inhibit	ERa SRC1 inh	ERa coact pot	Smad3 FoxH1 inh	Fibroblast inh	MT1-MMP txn act	ERb SRC1 inh	Mac1 fbg enh
COc1ccc(F)cc1S(=O)(=O)N1CCN(Cc2ccc3c(c2)OCO3)CC1	101	106	-7	122	1	100	1.1	-7	-3
O=C(CN1CCN(c2ccc(F)cc2)CC1)OCc1ccccc1	103	89	-1	118	2	101	1.2	0	4

Among those listed so far, these have bromine.
SMILES	HUVEC prolif 384	H69AR inhibit	ERa SRC1 inh	ERa coact pot	Smad3 FoxH1 inh	Fibroblast inh	MT1-MMP txn act	ERb SRC1 inh	Mac1 fbg enh
O=C(Nc1ccc2c(c1)C(=O)N(CC1CCCO1)C2=O)c1ccccc1Br (centres undefined)	91	100	10	100	11	109	1.1	-1[fluorescence artefact?]	-1
COc1ccc(/C=C/C(=O)NCC(=O)N/N=C/c2cc(Br)ccc2OCc2ccccc2)cc1	46	7.4*	6	77	10	78	1	0	0

(list continues)
SMILES	HUVEC prolif 384	H69AR inhibit	ERa SRC1 inh	ERa coact pot	Smad3 FoxH1 inh	Fibroblast inh	MT1-MMP txn act	ERb SRC1 inh	Mac1 fbg enh
O=C(Nc1ccc2c(c1)OCO2)C1CC(c2ccc(F)cc2)=NO1 (centres undefined)	74	86	0	84	1	103	1.3	2	0
COC(=O)c1cc(=O)n(CCc2ccc(OC)c(OC)c2)c(=Nc2ccc(F)c(Cl)c2)s1	7.5*	1.1*	-6	101	-15	10*	.	-5	2
CC1CCCCN1S(=O)(=O)c1ccc2c(c1)CCN2C(=O)CCC(=O)O (centres undefined)	98	95	-4	122	5	97	1.1	-2	.
CCC(=O)Nc1ccc(-c2nn3c(C)nnc3s2)cc1C	86	91	1[fluorescence artefact?]	101	6	96	1	6[fluorescence artefact?]	4
Brc1cccc(-c2nnc3n2CCCCC3)c1	97	89	6[fluorescence artefact?]	111	5	106	1.1	4[fluorescence artefact?]	-3
CCOC(=O)c1c(C)[nH]c(C(=O)CSc2nnc(CC(C)c3ccccc3)o2)c1C (centres undefined)	61	114	1	112	4	.	1.1	0	11
Cn1c(CN2CCCC2)nc2cc(NS(=O)(=O)c3ccc(Cl)cc3)ccc21	95	72	26	97	-7	101	1.1	1	-4
CCCc1nc(N)nc2c1C(=O)CC(C)(C)C2	86	96	1	120	1	96	1.1	-7	1
Cc1ccc(-n2c(Cc3cccs3)nnc2SCC(=O)Nc2ccc(F)c(F)c2)cc1	86	77	6	91	15	4.0*	1	1	-2
COc1ccc(C/C(=N\O)c2ccc(OC)cc2)cc1	105	106	-4	92	-9	104	1.4	-4	-3
O=C(NCc1ccc2c(c1)OCO2)C1CC(=O)N(c2ccc(F)cc2)C1 (centres undefined)	108	88	5	116	0	109	1.1	-3	.
CCN(CC)C(=O)c1ccc(COc2ccccc2Br)o1	106	72	10[fluorescence artefact?]	98	-4	101	1.3	19[fluorescence artefact?]	0
O=C(Nc1ncnc2sc3c(c12)CCC3)c1ccco1	92	89	3	81	1	88	1	25	-5
O=S(=O)(NCC1CCCO1)c1ccc2c(c1)OCCO2 (centres undefined)	99	103	-3	94	-6	105	1.2	-1	.
Cc1ccc(CNC(=O)C(NS(=O)(=O)c2ccc3nc(C)sc3c2)C(C)C)cc1 (centres undefined)	100	95	6[fluorescence artefact?]	102	-81	103	.	-4[fluorescence artefact?]	-3
CCOC(=O)Nc1ccc2c(c1)Nc1ccccc1S2	51	95	-5[fluorescence artefact?]	61[fluorescence artefact?]	13	93	1.1	6[fluorescence artefact?]	1
CNC(=O)NC(=O)CSc1nnc(-c2ccco2)n1Cc1ccccc1	96	83	-3	96	-5	100	1.2	-7	.
Cc1nn(C(C)c2n[nH]c(=S)n2-c2ccc(F)cc2)c(C)c1[N+](=O)[O-] (centres undefined)	96	96	9	115	7	107	1.3	0	.
COc1cc(C(=O)NCCC(=O)NC2CCCCCCC2)cc(OC)c1OC	93	82	8	87	-1	99	1.1	8	-3
CCOc1ccc(-n2c(Cc3cc(=O)[nH]c(=O)[nH]3)nnc2SCC(N)=O)cc1	100	108	-70	81[fluorescence artefact?]	-9	108	1.2	-8[fluorescence artefact?]	-4
COC(=O)c1cc(C(=O)OC)cc(S(=O)(=O)Nc2ccc(Cl)c(N)c2)c1	91	99	-6	108	-11	98	1	4	-2
O=C1c2ccccc2C(=O)N1CCc1nc(-c2ccc(Cl)cc2)no1	97	99	8[fluorescence artefact?]	110	5	103	1.1	1[fluorescence artefact?]	-2
CN(C(=O)CSc1ncccc1C(=O)O)c1ccccc1	96	95	-1	102	-2	100	0.9	-6	6
CCCCCc1nnc(NC(=O)C2CCCO2)s1 (centres undefined)	111	102	-5	120	-5	106	1.5	1[fluorescence artefact?]	0
Nc1c(-c2ccccc2)cnn1C1CCS(=O)(=O)C1 (centres undefined)	100	101	-8	110	1	110	0.9	-2	1

Next structures
SMILES	HUVEC prolif 384	H69AR inhibit	ERa SRC1 inh	ERa coact pot	Smad3 FoxH1 inh	Fibroblast inh	MT1-MMP txn act	ERb SRC1 inh	Mac1 fbg enh
COc1ccc(CSc2nc(C)cc(=O)[nH]2)cc1	97	98	-3	87	1	90	1.2	-8	-3
O=C(Cn1ncc2c(=O)oc3ccccc3c21)NCC1COc2ccccc2O1 (centres undefined)	88	88	11	126	15	100	1.1	14[fluorescence artefact?]	0
Cc1cc(Br)c(S(=O)(=O)n2nnc3ccccc32)cc1C	106	100	-9	115	5	104	1.1	-5[fluorescence artefact?]	1
COc1ccc(S(=O)(=O)N2CCC(NC(=O)Nc3ccc(C)cc3)CC2)cc1	96	49	-18	111	-1	100	1.2	-15[fluorescence artefact?]	.
COc1cc(C)c(Br)cc1S(=O)(=O)N1CCCC1	84	83	7	85	-9	105	1.1	21	0
O=C(c1cccc(F)c1)N1CCN(C(=O)c2cc(-c3ccc(Cl)cc3Cl)on2)CC1	84	42	-2	92	8	96	1.1	-8	6
COc1ccc(C2/C(=C(\O)c3cccc(OC)c3)C(=O)C(=O)N2c2ccccn2)cc1 (centres undefined)	94	89	-5	108	-15	99	0.9	-8	.
COc1cccc(N2CCN(C(=O)CCn3c(=S)[nH]c4cc5c(cc4c3=O)OCO5)CC2)c1	78	76	20	103[fluorescence artefact?]	7	101	1.1	1	.
CN(C)c1cc(-c2ccccc2)nc(N)n1	72	40*	-4[fluorescence artefact?]	117	0	92	1.2	-10	-3
O=C(Cn1nnc(-c2cccc(C(F)(F)F)c2)n1)NC(=O)NCc1ccco1	93	91	0	96	-1	96	1.1	10	1
COc1cccc(C(=O)N2CCN=C2SCc2cccnc2)c1OC	105	98	-6	159	-2	100	1	4	-1
Cc1ccc(-c2nnn(CC(=O)NC3CC4CCC3C4)n2)cc1 (centres undefined)	97	88	-2	117	4	94	1.3	-1	-2
O=C1CCc2cc(S(=O)(=O)N3CCCC3C(=O)NC3CCCCCCC3)ccc2N1 (centres undefined)	98	91	11[fluorescence artefact?]	72	-7	96	.	28[fluorescence artefact?]	2
Cn1c(Cn2c(=O)sc3ccccc32)nnc1SCC(=O)NCc1ccccc1Cl	105	96	-9	122	4	114	1.1	-6	.
Cn1c(=O)c2c(nc(N3CCCCCC3)n2CC(=O)c2ccccc2)n(C)c1=O	97	55	0	110	1	96	1.2	-1[fluorescence artefact?]	10
Cc1ccc(SC(C)c2nc(-c3cccnc3)no2)cc1 (centres undefined)	98	89	-34	97	4	92	1.1	-8[fluorescence artefact?]	12

Screening data as filed in PubChem BioAssay.
